From PubChem BioAssay
E coli WT exp: growth inhibitors of E. coli BW25113 wild type; OD600 absorbance; growth inhibition, % at 100 µM; hit rate 0.15% among 98,000; AID 710;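 active means growth inhibition above about 50% at one test dose, limit read from the data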;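 further: growth measured after 20 h incubation at 37 °C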
CYP2C19 activ: increases human CYP2C19 enzyme activity | P33261 | recombinant CYP2C19, luciferin-H EGE luminescence; hits give high values; 0 = fully inhibited enzyme, 1 = untreated enzyme | activation factor at 5 µM | 96,000 tested, under 10 active | AID 1025;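 active means activation factor of at least 2 at 5 µM in the primary screen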;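 further: 0 = wells with 2.5 mM tranylcypromine and 1 = vehicle-only wells; values of inactives mirror those of a sister screen read the other way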
CYP2C9 act: increases human cytochrome P450 2C9 activity; P11712; recombinant CYP2C9, luciferin-H conversion, luminescence; hits give high values; factor 1 = untreated enzyme, 0 = blocked; activation factor at 5 µM; hit rate 1.4% among 96,000; AID 1024;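 active means activation factor of 2 or more for CYP2C9 at a 5 µM dose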;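 further: 0 = sulfaphenazole-blocked wells and 1 = vehicle-only wells; values of inactives mirror those of a sister screen read the other way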
PLAP act: activators of human placental alkaline phosphatase; activation fold at 20 µM; hit rate 1.2% among 96,000; P05187; purified PLAP enzyme, luminescent substrate read-out; hits give high values; in the data active means activation fold above about 2
CYP2C19 inh: inhibitors of human CYP2C19; inhibition, % at 5 µM; P33261; CYP2C19 Supersomes, luciferin-H EGE luminescence, 30 min; hit rate 21% among 96,000;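 active means CYP2C19 inhibition above a set limit at 5 µM in the primary screen, cut at about 50% in these data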;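 further: plate controls were negative control wells for no effect and 2.5 mM tranylcypromine positive control for full effect; values of inactives mirror those of a sister screen read the other way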
PostGolgi yeast: growth inhibition of a yeast mutant, post-Golgi transport screen; inhibition, % at 10 µM; hit rate 0.9% among 98,000; post-Golgi transport phenotypic cell assay; AID 739; in the data active means inhibition above about 30%;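 further: yeast cells grown in 1536-well plates; yeast grown about 18 h at 30C before absorbance read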
EphB4 antag: blocks human EphB4 binding to ephrin-B2. hit rate 0.15% among 97,000. EphB4 LBD / TNYL-RAW-Alexa532 peptide, fluorescence polarization. inhibition, % at 7 µM. AID 720. P54760;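 active means inhibition above the screen-wide mean inhibition plus 3 SD, cut at about 15% in these data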;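 further: 0% = DMSO wells and 100% = excess unlabeled TNYL-RAW peptide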
Pyk2 oligo antag: antagonists of human Pyk2 oligomerization; Q293 cells, Pyk2 FERM NanoBiT luminescence; hits give low values; hit rate 0.83% among 99,000; z-score (the deposit names both 25 µM and 10 µM); Q14289;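 active means Z-score of -3 or lower, scaled per plate to the spread of control and sample wells; inactive means z-score above -3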;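 further: negative z-score means lost luminescence so less FERM oligomerization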
Target sequence (Q14289 whole entry, looked up): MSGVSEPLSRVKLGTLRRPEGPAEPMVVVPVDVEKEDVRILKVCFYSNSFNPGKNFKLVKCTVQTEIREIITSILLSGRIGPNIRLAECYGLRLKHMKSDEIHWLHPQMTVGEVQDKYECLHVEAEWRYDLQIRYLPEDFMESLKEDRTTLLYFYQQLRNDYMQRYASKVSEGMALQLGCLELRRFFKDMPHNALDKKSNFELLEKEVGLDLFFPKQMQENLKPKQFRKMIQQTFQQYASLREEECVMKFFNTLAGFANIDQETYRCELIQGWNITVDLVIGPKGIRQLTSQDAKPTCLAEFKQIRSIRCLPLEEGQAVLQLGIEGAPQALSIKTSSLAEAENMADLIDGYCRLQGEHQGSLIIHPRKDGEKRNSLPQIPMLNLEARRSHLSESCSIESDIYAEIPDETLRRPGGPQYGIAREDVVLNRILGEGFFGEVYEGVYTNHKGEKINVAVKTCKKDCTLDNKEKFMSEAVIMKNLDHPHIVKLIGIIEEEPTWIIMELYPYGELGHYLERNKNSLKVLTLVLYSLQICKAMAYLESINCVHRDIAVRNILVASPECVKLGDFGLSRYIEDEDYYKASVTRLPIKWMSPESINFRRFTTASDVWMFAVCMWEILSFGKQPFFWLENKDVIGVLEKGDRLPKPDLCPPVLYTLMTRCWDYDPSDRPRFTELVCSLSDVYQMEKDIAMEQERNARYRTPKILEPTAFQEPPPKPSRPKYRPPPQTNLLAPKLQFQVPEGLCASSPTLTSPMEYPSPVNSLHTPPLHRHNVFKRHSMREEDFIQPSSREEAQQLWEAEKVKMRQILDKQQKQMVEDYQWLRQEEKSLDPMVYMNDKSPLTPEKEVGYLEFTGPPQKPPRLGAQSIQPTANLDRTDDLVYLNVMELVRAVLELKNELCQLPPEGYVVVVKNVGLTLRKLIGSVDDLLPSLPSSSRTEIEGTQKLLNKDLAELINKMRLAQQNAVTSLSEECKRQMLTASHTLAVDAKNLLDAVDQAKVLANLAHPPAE
CYP2C9 inhib: blocks human cytochrome P450 2C9. P11712. CYP2C9 Supersomes, luciferin-H conversion, luminescence. inhibition, % at 5 µM. hit rate 20% among 96,000. AID 777;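 active means blocking of liver enzyme CYP2C9 beyond about 50% at 5 µM, limit read from the data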; further: values of inactives mirror those of a sister screen read the other way
An asterisk follows results filed as active; nt = no result given; [ ] = another dose, or the depositor's remark.

SMILES	E coli WT exp	CYP2C19 activ	CYP2C9 act	PLAP act	CYP2C19 inh	PostGolgi yeast	EphB4 antag	Pyk2 oligo antag	CYP2C9 inhib
O=C(COc1ccc(S(=O)(=O)N2CCCC2)cc1Cl)NC1CCCC1	10	1	0.5	1.1	4	7	12	-0.12	48
CNC(=O)C1CC(=O)N/C(=N/N=C(\C)c2cccs2)S1 (stereo not drawn)	6	0.9	0.8	1.1	7	0	6	0.05	18
CCN(CC)C(=O)C1CCCN(c2ccc([N+](=O)[O-])cc2/C=N/NC(=O)c2cccc(O)c2)C1 (stereo not drawn)	-7	0.1	0.1	1.7	89*	-1	-1	-1.4	93*
COc1ccc(-c2noc(-c3ccccc3F)n2)cc1	-11	0.9	0.4	0.8	10	-6	1	nt	59*
COc1ccccc1CNC(=O)C1CC(c2cccc([N+](=O)[O-])c2)=NO1 (stereo not drawn)	12	0.7	2.5*	0.8	30	11	5	nt	-150
CC1(C)SC(=S)N(/N=C/c2ccc(O)cc2)C1N(O)C(=O)Nc1ccc([N+](=O)[O-])cc1 (stereo not drawn)	8	0.7	0.3	0.9	27	3	-2	0.31	66*
CCCOc1cc(C)c(S(=O)(=O)N2CCN(C)CC2)cc1C	-3	0.7	1.5	1.5	27	-2	-2	-0.63	-47
Cc1c(C(=O)N2CCOCC2)[nH]c2c1C(=O)CC(c1ccc(Cl)cc1)C2 (stereo not drawn)	2	0.9	0.3	1.3	14	-2	1	1.2	66*
NCCCCCc1nnc(SCC(=O)Nc2cccc(Cl)c2)o1	9	0.5	0.4	1.8	48	-5	-4	-0.01	57*
Cc1ccc(SC/C(O)=C(\C#N)c2nc3ccccc3s2)cc1	-15	0.5	0	1.1	54*	-5	0	-1.9	100*
O=C(NC(=S)Nc1ccc(C(=O)N2CCOCC2)cc1)c1ccc([N+](=O)[O-])cc1	-1	0.8	1	1	18	1	-10	1.4	4
CCCCc1nc2ccccc2c(NC(=O)CNC(C)(C)C)c1CCC	10	1	0.9	1.2	2	6	1	1.2	10
COc1cc(/C=N/NC(=Nc2ccc(C)cc2)c2nc3ccccc3s2)ccc1O	-8	0.8	0.1	1.7	24	0	5	-1.9	94*
COc1cc2c(cc1OC)CN(C(=O)c1cc(S(=O)(=O)N3CCOCC3)ccc1Cl)CC2	0	0.9	0.8	1.7	7	-4	-6	-0.14	15
Cc1nnsc1SC(C)C(=O)O (stereo not drawn)	-1	1	1	1	-1	3	5	-0.01	-1
CCOC(=O)c1nnn(-c2nc(N3CCCC3)nc(N3CCCC3)n2)c1-c1ccccc1	5	0.5	0.8	1.1	51*	11	-6	1.1	23
CC(=O)c1c(C)nc(-c2ccccc2)nc1NC(=O)C(C)C	0	0.6	0.3	0.8	43	-8	-5	-0.38	74*
Cc1ccc(NC(=O)CN2C(=O)S/C(=C\c3ccc(-c4cccc(C(=O)O)c4C)o3)C2=O)cc1	0	1	0.9	1.6	-2	0	-2	nt	10
CCOCC(=O)Nc1nc2ccc(C)cc2s1	-5	nt	nt	nt	nt	-1	-5	-0.55	nt
CCOc1cc(S(=O)(=O)NCc2ccccc2)ccc1F	0	0.6	1.6	0.8	38	-9	2	2.1	-65
CCCc1nc2n[nH]c(N)c2c2c1CCC2	6	1.2	1.2	1.2	-17	-2	nt	0.85	-20
Cc1cc(C)c2[nH]c(=O)c(C(c3nnnn3C(C)(C)C)N3CCN(C(=O)c4ccco4)CC3)cc2c1 (stereo not drawn)	-1	1	0.8	1.6	-2	-2	-3	1.3	22
CCOC(=O)Cn1cc([N+](=O)[O-])c(OC)n1	-3	0.9	0.8	1.2	14	1	-6	0.71	21
CC(c1ccccc1)C1CC(=O)N(CC(=O)O)C1=O (stereo not drawn)	-3	1	0.9	0.9	-1	0	4	-1	6
CCc1ccc(CC2S/C(=C(\C#N)C(C)=O)NC2=O)cc1 (stereo not drawn)	-2	0.9	0.2	1.2	12	1	-2	-0.01	78*
O=C(OCC(=O)N(C1CCCCC1)C1CCCCC1)c1ccco1	0	1	0.9	1	4	-3	-3	0.46	12
Cc1nc(N2CCOCC2)nc(N2CCN(c3ccccc3)CC2)c1[N+](=O)[O-]	-2	0.9	0.9	1	12	3	-1	0.2	14
C=CCn1c(SCC(=O)Nc2ccc3c(c2)OCCO3)nnc1-c1ccco1	3	0.6	0.6	0.8	39	-6	8	0.17	42
COc1cc(-c2nnc(-c3cccs3)o2)cc(OC)c1OC	0	0.8	0.7	0.9	22	7	5	0.38	34
O=C(Cc1ccc(F)cc1)Nc1ccc(F)c([N+](=O)[O-])c1	0	0.4	0.7	0.9	56*	0	-9	1.4	28

Whole records from above. Screens in order: E coli WT exp, CYP2C19 activ, CYP2C9 act, PLAP act, CYP2C19 inh, PostGolgi yeast, EphB4 antag, Pyk2 oligo antag, CYP2C9 inhib
Profile of CCCc1nc2n[nH]c(N)c2c2c1CCC2 → 6, 1.2, 1.2, 1.2, -17, -2, nt, 0.85, -20
Profile of CCc1ccc(CC2S/C(=C(\C#N)C(C)=O)NC2=O)cc1 (stereo not drawn) → -2, 0.9, 0.2, 1.2, 12, 1, -2, -0.01, 78*
Profile of C=CCn1c(SCC(=O)Nc2ccc3c(c2)OCCO3)nnc1-c1ccco1 → 3, 0.6, 0.6, 0.8, 39, -6, 8, 0.17, 42

(continued)
SMILES	E coli WT exp	CYP2C19 activ	CYP2C9 act	PLAP act	CYP2C19 inh	PostGolgi yeast	EphB4 antag	Pyk2 oligo antag	CYP2C9 inhib
c1ccc(Cn2nnc3c(NCc4ccc5c(c4)OCO5)nc(C4CC4)nc32)cc1	8	1	1.1	1.1	-4	16	-8	0.34	-6
N#C/C(=C\N1CCOCC1)c1ccccc1	5	0.4	0.8	0.9	57*	27	-2	-0.35	24
Cc1nnc(NC(=O)CCC(=O)NCc2ccco2)s1	-2	0.9	1	1	6	-8	-9	0.67	1
COc1ccc(OC)c(C2C3=C(N=C4SCC(=O)N42)c2ccccc2CC3)c1 (stereo not drawn)	-4	0.6	0.5	1.7	44	-8	-1	-0.77	47
CC(=O)Nc1c(C(=O)C2CC2)oc2ccccc12	4	0.9	0.9	0.8	10	-1	2	-0.26	8
O=C(O)CCc1ccc(-c2ccc(F)cc2)n1CC1CCCO1 (stereo not drawn)	4	0.6	1.1	1.2	45	-5	7	-0.02	-6
O=C(Cn1c(=O)sc2ccccc21)NCc1ccco1	-3	0.3	4.4*	1	72*	10	-5	-0.43	-340
COc1ccc(-n2nnnc2SCC(=O)c2ccc(O)c(O)c2)cc1	2	0.8	0.8	0.4	19	-1	-2	-0.52	17
O=C(c1ccco1)N(Cc1cc2ccccc2[nH]c1=O)C1CCCCC1	8	0.9	0.5	0.9	13	-4	0	-0.46	54*
COCCN(CCOC)C(=O)CCn1c(=O)oc2ccccc21	9	nt	nt	nt	nt	8	6	-0.31	nt
COc1ccc(N2CCN(C(=O)CCN3C(=O)c4ccccc4S3(=O)=O)CC2)cc1	1	1	0.9	0.9	4	-1	-3	-0.08	14
CC(C)(C)SCCNC(=O)CN(c1ccc(F)cc1)S(C)(=O)=O	0	0.8	0.9	1.4	20	17	3	-0.78	9
Cc1c(Cl)cccc1NC(=O)Cn1cccc1	4	0.8	1	1.1	25	10	-2	0.86	-1
c1csc(CNc2ncnc3nc[nH]c23)c1	5	1	1.1	1.6	-2	0	nt	nt	-8
Cc1nn(Cc2c(F)c(F)c(F)c(F)c2F)c(C)c1NC(=O)c1c([N+](=O)[O-])c(C)nn1C	-4	1	0.9	0.8	3	-2	4	1.1	13
COC(=O)c1ccc(Cn2c(O)c(N=O)c3ccccc32)o1	-3	0.5	0.6	1	46	-4	-1	0.37	43
CCCn1c(SCC(=O)Nc2ccccc2C(=O)OC)nc2c1c(=O)n(C)c(=O)n2C	-11	0.7	0.3	0.9	34	-10	9	-1.2	72*
OC(CNC1CCCC1)COc1c(F)cc(Br)cc1F (stereo not drawn)	13	0.9	0.9	0.8	10	2	0	0.35	15
Cn1c2c(c(=O)n(C)c1=O)C(c1ccccc1Cl)CC(=O)N2 (stereo not drawn)	2	1.1	1.1	0.9	-13	-1	0	nt	-10
N#CCSc1nc2c(c(C3CC=CCC3)c1C#N)CCC2 (stereo not drawn)	-9	0.8	1	0.9	17	5	-4	-1.7	4
COc1ccc(/C=C\c2onc(C)c2S(=O)(=O)N2CCC(C(=O)NCCC(C)C)CC2)cc1	-11	0.8	0.8	1.5	15	-3	3	nt	25
COC(=O)CNC(=O)COC(=O)c1cc(F)c(F)cc1Cl	3	1	1	0.9	4	13	0	0.57	-4
O=C1CSC(c2ccc(Cl)cc2)N1 (stereo not drawn)	8	0.9	1	1	14	0	-6	1.8	-1
Cc1cccc2sc(NC(=O)C3CCCN(S(=O)(=O)c4cccc5nonc45)C3)nc12 (stereo not drawn)	-9	nt	nt	nt	nt	0	2	0.64	nt
CCOC(=O)CC(=O)CSc1nc(-c2cccnc2)ccc1C#N	-4	0.7	0.7	1.1	30	0	4	-0.54	34
COc1ccc(N(CC(=O)N/N=C/c2cccs2)S(=O)(=O)c2ccc(OC)c(OC)c2)cc1	-12	0	0.6	1	99*	10	9	-2.5	44
Cc1cccc(CN2CCC(C(N)=O)CC2)c1	11	1.1	1	0.8	-9	13	0	0.05	0
CC(C)(C)c1nc(SCC(=O)Nc2ccc(N3CCOCC3)cc2)c2ccccc2n1	-1	1.1	1	1.1	-10	1	7	-0.06	4
O=C(CSc1ccccc1)Nc1ccccc1C(=O)O	7	1	0.7	1	1	18	5	-0.38	33
O=C(c1cc2ccccc2oc1=O)N1CCSC1c1ccco1 (stereo not drawn)	2	0.4	2.5*	1.2	56*	-14	4	-0.44	-155
O=C(O)CN1CCNCC1	-8	0.9	1.1	0.8	6	0	-2	nt	-5
COc1ccc(CC(=O)N2CCN(c3ccccn3)CC2)cc1	-2	nt	nt	nt	nt	2	-3	0.58	nt
CCN1CCN(Cc2nc3c(c(=O)n(C)c(=O)n3C)n2C(C)C(C)=O)CC1 (stereo not drawn)	5	0.3	0.7	0.9	68*	16	-14	0.2	32
O=C(Nc1ccc2c(c1)oc1ccccc12)N1CCOCC1	9	0.6	0.9	1.1	36	-3	4	-0.3	12
COC(=O)c1ccccc1S(=O)(=O)N1Cc2cc([N+](=O)[O-])ccc2Oc2ccccc21	-12	0	0.4	1.1	100*	20	4	-2.3	62*
Cc1cc(C)c2oc(=O)cc(CN3CCN(Cc4ccc5c(c4)OCO5)CC3)c2c1	5	0.7	0.9	1.5	31	4	-8	2.1	9
CSc1n[nH]c(NCc2ccccc2)n1	17	0.9	0.9	1.3	7	15	-4	0.35	6
O=C1c2ccccc2-c2onc3ccc(NCCCn4ccnc4)c1c23	26	0.1	0	1.5	92*	-9	107*[fluorescence artefact?]	nt	97*
CCn1c(SCC(=O)NCc2ccc3c(c2)OCO3)nnc1-c1cccs1	3	1	0.2	0.8	4	1	-8	-0.42	77*
CCCCOc1c(Cl)cc(CNC(C)(C)CO)cc1OCC	10	0.9	1	1.6	12	3	-3	1.4	-5
CC(=O)N1CCN(c2ccc(NCc3ccc(F)cc3)cc2)CC1	5	0.9	0.8	1.1	9	-10	-5	nt	16
O=C(CSc1nnc(-c2cccs2)n1-c1ccccc1)N1CCOCC1	-1	1.1	1	1	-6	-6	-1	0.11	-2
Cc1cccc(-c2noc(CCCC(=O)N3CCOCC3)n2)c1	10	0.5	1.4	0.9	52*	7	-2	0.93	-36
CCOC(=O)c1c(-c2ccccc2)oc2ccc(O)c(CN(C)C)c12	7	0.9	0.9	1.1	12	-4	-8	-0.93	9
COc1ccc(Br)cc1/C=N/NC(=O)c1ccc(COc2ccc3c(c2)CCC3)o1	-6	0.7	0.6	0.8	30	-13	-6	-0.18	43
CC(C)COC(=O)c1ccc2c(c1O)C(=O)c1ccccc1C2=O	-4	1.4	0.6	1	-36	104*	3	0.32	36
Cc1c(Br)cc(C(=O)OC2CCN(C)CC2)c(C)c1C	10	0.8	2.3*	1.4	22	-3	0	0.12	-126
